BRCA1 expr up: increases BRCA1 expression. MCF7-BRCA1-FFLuc reporter, luminescence, 48 h; response scale: scaled: vehicle 0%, 10 µM genistein 100%. Potency, µM (series often up to 46.1 µM), inactives show at the top dose activation, hits mostly activators. hit rate 1.1% among 380,000; note: nearly all actives have a fitted effect of over 80% in size; some results filed as inactive show a strong effect at the top dose
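Quantitative HTS in MCF7 cells stably reporting BRCA1 expression via firefly luciferase. Compound treatment lasts 48 h at 37 °C in phenol-red free MEM. Activation is expressed relative to genistein at 10 microM and DMSO.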
MBNL1-CUG inh: inhibitors of human MBNL1 binding to CUG repeat RNA | hit rate 0.036% among 280,000 | TR-FRET MBNL1-His/biotin-(CUG)12 binding, 665/545 ratio | Q9NR56 | Potency, µM (top dose mostly 57.5 µM), inactives show at the highest dose activity change, negative = inhibition, most hits filed as inhibitors; active = well fitted inhibition curve with a large enough effect in the signal ratio, with a control signal flat, not every such curve was filed as active; inconclusive = small, poorly fitted or top-dose-only effect, or effect the other way, or a change in a side signal; inactive = no such curve, though single readings can be large or run the other way; the % refers to the signal ratio; note: % is set by controls: 0 for no effect and ±100 for the full control effect
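Ratiometric TR-FRET (665 over 545 nm, excitation 340 nm) tracks disruption of MBNL1-His/biotin-(CUG)12 complex after 60 min at room temperature, with compounds at 92 nM to 58 uM final.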
p53 reactivation: mutant p53 re-activation in reporter cells. H1299 p53-A138V BP100-luciferase reporter, luminescence, 24 h. Potency, µM (doses to about 92.2 µM), inactives show top-dose activity change, positive = activation, hits mostly activators. hit rate 0.063% among 320,000; note: % of control where 0% means no effect; nearly all actives have a fitted effect of over 45% in size
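H1299 (p53-null), stable ts p53-A138V + BP100-Luc; 1000 cells/well, Opti-MEM/10% FBS; cpd 4 pt, 1:5; 24 h, 37 deg C, 5% CO2; detection reagent 10 min RT; luminescence.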
Rab9 promoter act: activators of Rab9 promoter. Huh7 Rab9 promoter-luciferase reporter, luminescence, 24 h. Potency, µM (top dose mostly 9.22 µM), for inactives: at the highest dose activation, negative = inhibition, actives largely listed as activators. hit rate 2.8% among 320,000. AID 485297; note: % of control where 0% means no effect; nearly all actives have a fitted effect of over 60% in size
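Huh7 cells stably carrying Rab9 promoter–luciferase reporter, plated 1500 cells/well, compound added after 2 h and incubated 24 h at 37 °C; luciferase luminescence then read after 10 min with detection reagent.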
NPC1 promoter act: activators of NPC1 promoter. Huh7 NPC1 promoter luciferase reporter, 24 h. hit rate 2.4% among 320,000. Potency, µM (highest dose often 9.22 µM), without a hit: at the top dose activation, usual class: activators;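 note: % of control where 0% means no effect; nearly all actives have a fitted effect of over 60% in size; reporter is driven by a mutant NPC1 promoter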
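In 1536-well qHTS, Huh7 cells harboring an NPC1 promoter–luciferase construct received compound for 24 h; activation was quantified by luminescence following luciferase reagent addition.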
ELG1 genotox: inducers of genotoxicity in HEK293T ELG1-luciferase cells. HEK293T ELG1-luciferase reporter, luminescence, 16 h. hit rate 1.3% among 330,000. Potency, µM (top dose mostly 46 µM), for inactives: at the highest dose activity change, positive = activation, hits mostly activators. AID 504466; note: % of control where 0% means no effect; nearly all actives have a fitted effect of over 60% in size
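DMSO vehicle served as control against compound-treated ELG1-luciferase HEK293T cells; exposure lasted 16 hr at 37 °C and 5% CO2, followed by ONE-Glo luminescence detection after 30 min.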
RORgamma inh: inhibitors of mouse ROR gamma transcriptional activity | AID 2551 | hit rate 5.4% among 310,000 | Drosophila S2 Gal4-RORgamma UAS-luciferase reporter, 20 h | Potency, µM (doses to about 53.6 µM), for inactives: at the top dose activity change, negative = inhibition, most hits filed as inhibitors; note: % is set by controls: 0 for no effect and ±100 for the full control effect; nearly all actives have a fitted effect of over 60% in size
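Drosophila Schneider cells stably carrying a metallothionein-driven Gal4 DBD–ROR gamma fusion and a UAS-Photinus luciferase reporter were exposed to compound for 1 hr, then induced with copper sulfate (700 uM final) for 20 hr at ambient temperature before luminescence reading.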
FLuc counter: firefly luciferase modulation, counter-screen for miR-21 project. Potency, µM (doses to about 57.5 µM), without a hit: at the highest dose activity change, negative = inhibition, most hits filed as inhibitors. hit rate 6.9% among 360,000. purified FLuc, Km substrates, luminescence inhibition;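 note: plate controls were vehicle for no effect and reference inhibitor for full effect; nearly all actives have a fitted effect of over 55% in size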
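Biochemical qHTS of compounds, final roughly 60 µM downward over six points, against 10 nM purified firefly luciferase using Km concentrations of substrates (10 uM D-luciferin, 10 uM ATP) in Tris acetate pH 7.5 buffer; luminescence output.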
uPA surface inh: cell surface uPA generation inhibition. cell surface uPA generation assay, qHTS. Potency, µM (series often up to 38.3 µM), inactives show top-dose activity change, negative = inhibition, usual class: inhibitors. hit rate 0.31% among 330,000; active = well fitted inhibition curve with a large enough effect; inconclusive = small, poorly fitted or top-dose-only effect; inactive = no such curve, though single readings can be large or run the other way; tested in mouse RAW 264.7 cells; note: % is set by controls: 0 for no effect and ±100 for the full control effect; nearly all actives have a fitted effect of over 55% in size
CXXC DNA block: inhibitors of human MLL CXXC domain-DNA interaction. Potency, µM (titrated, usually from 115 µM), inactives show at the top dose activity change, negative = inhibition, most hits filed as inhibitors. hit rate 0.037% among 290,000. Q03164. MLL-CXXC / FITC-HOXA9 DNA fluorescence polarization; active = well fitted inhibition curve with a large enough effect in the polarisation, with a control signal flat, not every such curve was filed as active; inconclusive = small, poorly fitted or top-dose-only effect, or effect the other way, or a change in a side signal; inactive = no such curve, though single readings can be large or run the other way; the % refers to the polarisation
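Steps: dispense CXXC domain solution (7 uM) → pin compounds or unlabeled HOX-A9 DNA control → 5 min ambient → add FLSN-HOX-A9 solution (50 nM) → spin → 30 min ambient → fluorescence polarization. Tris pH 7.5/NaCl/DTT/BSA buffer.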
VP16 counter: counter-screen for ROR gamma inhibitors: Gal4-VP16 reporter; AID 2546; Potency, µM (top dose mostly 53.6 µM), for the others: at the highest dose activity, negative = inhibition, actives largely listed as inhibitors; Drosophila S2 Gal4-VP16 UAS-luciferase, luminescence, 20 h; hit rate 3.5% among 310,000;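 note: Gal4-VP16 expression switched on by copper sulfate through the metallothionein promoter; % is set by controls: 0 for no effect and ±100 for the full control effect; nearly all actives have a fitted effect of over 50% in size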
* = called active by the depositor; ? = inconclusive; · = not tested or not shown; & = joins results of further samples; [ ] = dose if it differs, or a comment. Unless noted, calls come from the whole dose curve; as a rule, active = well fitted curve in the direction sought with a large enough effect; inconclusive = small, poorly fitted or top-dose-only effect, or another doubt; inactive = no such curve, though single readings can be large; an effect the other way counts as inactive or inconclusive. Potency is the fitted concentration of half-maximal effect. The list is partial. The share of hits here may be higher or lower than overall.

SMILES | BRCA1 expr up | MBNL1-CUG inh | p53 reactivation | Rab9 promoter act | NPC1 promoter act | ELG1 genotox | RORgamma inh | FLuc counter | uPA surface inh | CXXC DNA block | VP16 counter
COC(=O)c1ccc(CNC(=O)CCc2c[nH]c3ccccc23)cc1 | 3% | 0% | -2% | -2% | -1% | 7% | 29% | 4% | 2% | 4% | -7%
O=C(CSc1nnnn1-c1ccccc1)NC(=O)Cc1ccccc1 | -12% | · | -2% | -4% | 1% | -2% | · | 7% | -12% | · | ·
Cc1nn(C(C)C(=O)N2CCCCC2)c(=O)c2c1sc1ccccc12 (configuration not stated) | -22% | 6% | 3% | 9% | -5% | -4% | 15% | -4% | -2% | -6% | -5%
O=C(CCCN1C(=O)/C(=C\c2cccs2)SC1=S)NNC(=O)c1cccnc1 | -30% | · | ? | -1% | -35%[inhibitor] | 2% | 5.6µM* | -1% | -7% | 11% | ?
Cc1cccc(Oc2ccc(C(=O)NC3CCSC3=O)cn2)c1C (configuration not stated) | -52% | -3% | 6% | 1% | 3% | 2% | 39% | 3% | -2% | 6% | 2%
CCc1nnc(NC(=O)CSc2nnc(CNc3cccc(C)c3)n2-c2ccccc2)s1 | -4% | -2% | -4% | -6% | -2% | -3% | 1% | 1% | 7% | 42%[activator] | 6%
O=C(O)CNC(=O)c1ccccc1Br | 0% | -8% | -2% | -1% | 2% | -1% | 6% | -2% | 3% | ? | 0%
O=C(NCCN1CCN(c2ccccc2)CC1)Nc1cccc(Br)c1 | -12% | -5% | -8% | -3% | 1% | -15% | -10% | 0%&-10% | -2% | 13% | 1%
COc1ccccc1-c1cc(C(F)(F)F)nc(N2CCN(c3ccc(F)cc3)CC2)n1 | -26% | 7% | 6% | -1% | -2% | 0% | 31% | -1% | 3% | 0% | -12%
CCOC(=O)c1c(S(=O)(=O)NCC(=O)NCc2ccccc2)c(C)n(C)c1C | 2% | -4% | 7% | 0% | 1% | 0% | -17% | 3%&-5% | 8% | 2% | -2%
COc1ccc(Nc2nc(C)cc(=O)[nH]2)c(OC)c1 | -27% | 4% | -6% | -2% | 0% | 1% | -23% | 7% | 1% | 1% | 1%
CCOC(=O)C(CC)/C(C)=N/NC(=O)c1ccccc1[N+](=O)[O-] (configuration not stated) | 18% | -3% | 3% | 0% | 1% | -3% | -27% | 3% | 5% | 12% | -1%
CCOc1ccc(CN2CCNC(=O)C2CC(=O)NCCN2CCOC2=O)cc1 (configuration not stated) | 16% | 7% | -13% | 9% | -1% | -1% | -26% | 1% | 1% | 1% | -9%
Cc1ccc(C2(CC(=O)O)CCOC(C)(C)C2)cc1 (configuration not stated) | 9% | 12% | 14% | -2% | -3% | 4% | -15% | 3% | 2% | -3% | -4%
Cc1ccc(CNC(=O)C(=O)Nc2nccs2)cc1 | 1% | -15% | 4% | 0% | -2% | -1% | 18% | ? | 6% | 4% | 0%
COc1ccc(NC(=S)NCCc2c[nH]c3ccccc23)c(OC)c1 | -3% | -2%[11.5 µM] | -9% | -10% | 1% | 1% | 7.9µM* | -6% | 8% | 2% | ?
CCN(CC)CCOC(=O)c1ccc(NC(=O)CCNC(=O)Cn2ccc3ccccc3c2=O)cc1 | -1% | -4% | -1% | -7% | 1% | 0% | -37% | 4% | 2% | 0% | 4%
COc1ccc(N(CC(=O)NCCC(C)C)C(=O)c2snc(C(=O)NC3CCCCC3)c2N)c(OC)c1 | -52% | 13% | 3% | 1% | -11% | 0% | 12% | 5% | -15% | 1% | 1%
COc1ccc(Br)c(C(=O)OCC(=O)NC2CC2)c1 | -2% | · | 1% | -3% | -3% | -1% | · | 1% | 15% | · | ·
CC(=O)c1sc(NC(=O)CS(=O)(=O)c2ccccc2)nc1C | 11% | · | 12% | 14% | -1% | 9% | · | -2% | -5% | · | ·
COc1cc(/C=C/C(=O)NCCc2ccc(S(N)(=O)=O)cc2)ccc1OCC#N | -27% | ? | 0% | -2% | -3% | 0% | -2% | 0% | 0% | -2% | 2%
OCCN(Cc1ccccc1)Cc1cccc(C(F)(F)F)c1 | -16% | -7% | · | · | · | · | 2% | 3% | · | 5% | -15%
C=CCN1C(=O)C(CC(=O)Nc2ccccc2)SC1=Nc1ccc(S(N)(=O)=O)cc1 (configuration not stated) | -18% | -5% | -5% | -2% | 6% | -4% | ? | -1% | · | -10% | -5%
Cc1cccc(CCNS(=O)(=O)c2ccc3c(c2)NC(=O)CO3)c1 | -8% | -2% | -4% | 1% | -3% | 0% | -11% | 0% | -9% | 6% | 10%
O=S(=O)(NCc1cccnc1)c1ccc(Cl)nc1 | 15% | 0% | 0% | -2% | -6% | 2% | 18% | -2% | -4% | 1% | -9%
COc1ccc(C(C)=O)cc1COC(=O)CCC(=O)N(CC(C)C)c1c(N)n(CC(C)C)c(=O)[nH]c1=O | -9% | · | -5% | 9% | 10% | -6% | · | -1% | 5% | · | ·
COc1cc(C(=O)Nc2ccc(C(F)(F)F)cc2)ccc1OCC(=O)N1CCOCC1 | 18% | · | 6% | 20% | 17% | 0% | · | 6.7µM* | -4% | · | ·
Cc1ccc(NC(=O)CCC2CC(C)(C)OC2=O)cc1 (configuration not stated) | 0% | -12% | 3% | 9% | -1% | 15% | 5% | -2% | -9% | 2% | 7%
S=C(NCc1ccc2c(c1)OCO2)NC1CC1 | -4% | -5% | 2% | -5% | -1% | -1% | 13µM* | -3% | 4% | -7% | ?
Cc1cc(C)nc(NS(=O)(=O)c2ccc(NC(=O)CCC3COc4ccccc4O3)cc2)n1 (configuration not stated) | -13% | -1% | 4% | -8% | 0% | 2% | 1% | 2% | 0% | -14% | 7%
CN(C)CCn1c(N)nc2ccccc21 | 0% | -9% | -1% | 4% | 0% | -1% | -29% | 0% | 1% | -6% | 2%
Clc1ccc2nc(-c3ccncc3)cc(-c3ccccc3)c2c1 | 16% | -15% | 3% | -6% | -1% | 5% | 12% | 3% | 1% | -12% | -19%
Cc1cc(C)nc(NC(=O)c2cc(Br)ccc2Cl)n1 | 21% | · | -4% | -3% | -1% | -7% | -23% | -3% | 1% | 7% | 2%
CCCCNc1c(-c2cccc(-c3cc(C(C)=O)cs3)c2)nc2cc(C)ccn12 | -72%[inhibitor] | · | 13% | 5% | 13% | -11% | · | 6µM* | -24% | · | ·
O=C(Cn1c(=O)oc2ccccc21)Nc1ccccc1Cl | 2% | -1% | · | 0% | -4% | 0% | -12%[1.91 µM] | 3% | 5% | 6% | 2%
COc1ccc(-c2cc(C)no2)cc1S(=O)(=O)NCCCN(C)Cc1ccccc1 | -6% | ? | -5% | -3% | -13% | 1%[9.26 µM] | 7% | 0% | ? | 27% | -1%
Cc1cccnc1NC(=O)CSc1ccc2c(c1)OCCO2 | 11% | · | 8% | -2% | 2% | 6% | · | -12% | -1% | · | ·
CC(=O)c1ccc(N2CCN(C(=O)Nc3cccc(F)c3)CC2)cc1 | 24% | -5% | 11% | -3% | 0% | -5% | 13% | 2%&-7% | -14% | 7% | -2%
CCCn1nc(C(=O)N2CCc3ccccc32)c2ccccc2c1=O | -15% | · | -10% | -6% | -2% | -3% | · | 4% | 2% | · | ·
CC1=C(C(=O)OC(C)C)C(c2cn(-c3ccccc3)nc2-c2cccs2)NC(=O)N1 (configuration not stated) | -68% | -15%[11.5 µM] | -7% | 3% | -7% | 0% | 35% | -1% | 15% | -1% | -12%
CCOC(=O)N1CCC(N2C(=O)c3ccccc3C2Nc2ccc3c(c2)OCCO3)CC1 (configuration not stated) | 8% | -13% | ? | 11% | 1% | ? | 29% | 21µM* | -9% | 21% | -1%
COc1ccc(N(C(C)=O)c2nc(C)cc(C)c2C#N)c(OC)c1 | -9% | -7% | -7% | 0% | -6% | 0% | 16% | 1% | 5% | ? | -20%
COc1nc(N(c2ccccc2)c2ccccc2)nc(-n2ccnc2)n1 | -25% | 7% | -19% | 0% | 1% | -6% | ? | -2% | -2% | -7% | 5%
Cc1cccc(NC(=O)CSc2nnnn2-c2ccc3c(c2)OCCO3)n1 | -9% | -10% | -5% | -2% | -5% | 0% | -2% | -1% | 1% | -1% | 3%
Cc1ccc(-n2c(SCC(=O)NCCN3C(=O)CSC3=O)nnc2-c2cccc(C)c2)cc1 | -10% | -1% | -6% | -1% | 0% | 0% | -9% | -1% | -7% | 14% | -9%

Bioassay records: PubChem BioAssay, National Center for Advancing Translational Sciences (NCATS)
